# Tau fibril ThT – tau fibrillization inhibition (ThT binding). AID 1460. hit rate 2.1% among 270,000. recombinant tau K18 P301L, heparin-induced fibrillization, ThT fluorescence. Potency, µM (doses to about 57.4 µM), inactives show at the top dose activity, negative = inhibition, most hits filed as inhibitors; note: % is set by controls: 0 for no effect and ±100 for the full control effect; nearly all actives have a fitted effect of over 55% in size
# Target sequence (P10636 561-689 P618L limits assumed): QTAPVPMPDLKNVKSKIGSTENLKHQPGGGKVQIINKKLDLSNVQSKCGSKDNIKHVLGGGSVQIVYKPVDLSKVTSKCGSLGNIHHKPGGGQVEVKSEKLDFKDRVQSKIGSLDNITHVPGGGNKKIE
#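 ThT emission at 510 nm, taken 1 hr after adding 30 uM dye, quantifies aggregates formed when 20 uM heparin acts on human tau K18 P301L for 6 hr at 37 C.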
# HTT ATP protect – cytoprotection in Huntington HTT-Q103 PC12 cell model; PC12 HTT-Q103 induced, cytoprotection, ATP luminescence, 40 h; Potency, µM (titrated, usually from 56.4 µM), for inactives: cytoprotection (ATP increase), usual class: activators; hit rate 0.14% among 230,000; AID 1471;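 note: % of control where 0% means no effect; nearly all actives have a fitted effect of over 45% in size; toxic huntingtin expression switched on by the ecdysone agonist tebufenozide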
#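 Quantitative HTS on tebufenozide-induced (100 nM) PC12 cells expressing HTTQ103 exon 1–GFP; compounds tested as a concentration series; survival measured via cellular ATP.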
# GAA spleen mod – inhibits or activates alpha-glucosidase in human spleen homogenate; human spleen homogenate, 4-MU-alpha-glucoside fluorescence; hit rate 0.006% among 240,000; Potency, µM (highest dose often 79.9 µM), for the others: top-dose activity change, negative = inhibition, actives largely listed as inhibitors; P10253; AID 2112;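 note: 0% = enzyme with vehicle and -100% = no enzyme basal signal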
#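 Human spleen homogenate (1 ug) with 4-methylumbelliferyl-alpha-D-glucopyranoside (1 mM final) in 50 mM citrate/phosphate pH 5.0, 0.01% Tween-20; 40 min at 37 C. Stopped at pH 10; 4-MU fluorescence Ex 365/Em 440 nm; AC50 by Hill fit.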
# Tau fluor counter – counter-screen for tau fibril formation inhibitors; tau K18 P301L (four-repeat tau fragment) Alexa594 fluorescence, heparin fibrillization; Potency, µM (top dose mostly 57.7 µM), inactives show at the top dose activity change, negative = decrease; hit rate 0.93% among 280,000; AID 1463; note: % is set by controls: 0 for no effect and ±100 for the full control effect; nearly all actives have a fitted effect of over 55% in size
#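 Human K18 P301L tau (15 uM unlabeled plus 0.24 uM Alexa 594-labeled, final) in 100 mM sodium acetate pH 7 was mixed with compound and 20 uM heparin and incubated 6 hr at 37 C.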
# Tau FP inhib – tau fibrillization inhibition (FP) | Potency, µM (titrated, usually from 57.7 µM), for inactives: top-dose activity, negative = inhibition, hits mostly inhibitors | K18 P301L tau heparin fibrillization, Alexa594 FP, 6 h | hit rate 0.39% among 280,000; note: % is set by controls: 0 for no effect and ±100 for the full control effect; nearly all actives have a fitted effect of over 55% in size
#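 FP of Alexa 594-tau after heparin (20 uM) induction. Substrate: human K18 P301L, 15 uM unlabeled, 0.24 uM labeled. Buffer 100 mM sodium acetate pH 7. 6 hr, 37 C.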
# GAA inh – alpha-glucosidase (human) inhibition; Potency, µM (series often up to 76.9 µM), for the others: at the top dose activity change, negative = inhibition, hits mostly inhibitors; hit rate 0.005% among 200,000; purified human GAA, 4-MU-alpha-glucoside fluorescence; P10253;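 note: plate controls were uninhibited enzyme wells for no effect and no-enzyme background for full effect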
#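 Human enzyme at 4 nM with 400 uM 4-methylumbelliferyl-alpha-D-pyranoside, citrate/phosphate buffer pH 5.0, 0.005% Tween-20, 20 min at room temperature. Compounds up to 77 uM. 4-MU fluorescence (Ex 365/Em 440) read after NaOH/glycine stop; AC50 from Hill fit.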
# aGal spleen mod – inhibits or activates alpha-galactosidase in human spleen homogenate. hit rate 0.008% among 240,000. AID 2107. Potency, µM (doses to about 80 µM), without a hit: top-dose activity change, negative = inhibition, usual class: inhibitors. human spleen homogenate, 4MU-alpha-Gal fluorescence, 40 min. P06280;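 note: 0% = enzyme with vehicle and -100% = no enzyme basal signal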
# Target sequence (P06280 32-429 limits assumed): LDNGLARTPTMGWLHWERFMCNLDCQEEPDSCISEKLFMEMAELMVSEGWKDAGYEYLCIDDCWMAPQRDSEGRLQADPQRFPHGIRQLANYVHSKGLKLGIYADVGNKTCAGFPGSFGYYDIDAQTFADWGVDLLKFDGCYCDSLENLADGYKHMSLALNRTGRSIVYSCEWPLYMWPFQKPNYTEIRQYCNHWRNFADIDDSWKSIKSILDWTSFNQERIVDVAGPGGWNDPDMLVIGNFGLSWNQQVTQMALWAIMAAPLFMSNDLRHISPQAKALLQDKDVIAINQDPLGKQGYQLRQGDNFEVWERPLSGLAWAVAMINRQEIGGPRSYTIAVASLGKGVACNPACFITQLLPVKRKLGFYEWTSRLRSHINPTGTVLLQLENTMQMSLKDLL
#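 Human spleen homogenate (1 ug) was the enzyme source, with 4-methylumbelliferyl-alpha-D-galactopyranoside (1 mM final) in pH 5.0 citrate buffer with 0.01% Tween-20. Compounds were titrated; after 40 min at 37C, NaOH/glycine stop, 4-MU fluorescence read; AC50 from Hill fits.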
# GAA glycogen – inhibitors or activators of human alpha-glucosidase glycogen cleavage; recombinant GAA, glycogen substrate, Amplex Red glucose oxidase fluorescence; Potency, µM (titrated, usually from 76.4 µM), without a hit: top-dose activity change, negative = inhibition, actives largely listed as inhibitors; hit rate 0.38% among 300,000;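 note: 0% = full enzyme reaction and -100% = no-enzyme basal signal; the screen sought inhibitors and activators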
#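 qHTS, 1536-well; enzyme 4 nM final; cpd up to 77 uM; substrate bovine liver glycogen 30 ug; 50 mM citrate/phosphate pH 5.0, 0.01% Tween-20; 37 C, 40 min; Amplex Red detection 45 min RT; Hill fit → AC50.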
# Active calls of the source: *; ? = inconclusive; . = not tested or not shown; & = joins results of further samples; [ ] = dose if it differs, or a comment. Calls come from the whole dose curve; as a rule, active = well fitted curve in the direction sought with a large enough effect; inconclusive = small, poorly fitted or top-dose-only effect, or another doubt; inactive = no such curve, though single readings can be large; an effect the other way counts as inactive or inconclusive. Potency is the fitted concentration of half-maximal effect.
# Under each structure: Tau fibril ThT, GAA glycogen, aGal spleen mod, Tau fluor counter, GAA spleen mod, Tau FP inhib, GAA inh, HTT ATP protect
COc1ccc(CCN2C(=O)c3oc4ccc(F)cc4c(=O)c3C2c2ccc(C(C)(C)C)cc2)cc1 (stereo unspecified)
    -3%, 13%[76.3 µM], ., -13%, ., 1%, ., .
CCCN1CCC(N2CCN(c3ccccc3OC)CC2)CC1
    -1%, -4%, 4%, -3%, -3%, -1%, -14%, 9%[10 µM]
N#C/C(=C/c1cccs1)c1nc2ccccc2[nH]1
    -14%, 1%, -1%, -4%, 0%, -5%, -4%, .
c1ccc(CCSc2ncnc3nc[nH]c23)cc1
    -1%, -5%, 0%, 1%, 5%, 5%, -8%, .
O=C(Oc1ccc(C(=S)N2CCOCC2)cc1)c1ccccc1
    -4%, 3%, 2%, -7%, -10%, -3%, -5%, -41%
CC1CCc2sc(C(=O)OCC(=O)NCc3ccccc3)cc2C1 (stereo unspecified)
    -1%, 10%, -4%, -5%, -6%, -9%, 2%, -25%[10 µM]
CCCCC12CN3CCN(CC(C3)/C1=N\NC(=O)Nc1ccccc1)C2
    -4%, 0%, 4%, -4%, -3%, 11%, 4%, 2%[10 µM]
O=C(c1ccccc1Cl)N(Cc1ccco1)Cc1ccco1
    4%, -1%[76.3 µM], ., -2%, ., 0%, ., .
COC(=O)COc1ccc(S(=O)(=O)N2CCN(c3ccc(OC)cc3)CC2)cc1
    -8%, -4%, -12%, -13%, -23%, -10%, 1%, 1%
C/C(CC(=O)N1CCN(C=O)CC1)=N\NC(=O)c1cc2ccccc2cc1O
    25µM*, ?, -10%, ?, -8%, ?, -1%, 19%[10 µM]
Oc1ccc(Br)cc1CNn1cnnc1
    1%, 3%, 8%, -7%, -12%, 4%, -7%, 34%
CC(C)(C)OC(=O)NCCCC[C@H](NC(=O)c1nc[nH]c1C(=O)N1CCN(C(=O)OC(C)(C)C)CC1)C(=O)OC(C)(C)C
    -3%, -10%, 4%, -6%, 4%, 10%, ., -17%[10 µM]
COc1ccc([C@@H]2Sc3ccccc3N(CCN(C)C)C(=O)[C@@H]2OC(C)=O)cc1
    5%&0%&1%&-1%&0%, 5%, 11%&-4%&6%&-9%&5%, -9%&2%&2%&-1%&1%, 3%&-7%&-2%&4%&2%, 6%&-3%&-2%&-4%&6%, 0%[15.4 µM], -22%
O=C(O)c1ccccc1SC1CC(=O)N(c2ccccc2)C1=O (stereo unspecified)
    -16%, -8%, -14%, 5%, -11%, -3%, 0%, -15%[10 µM]
O=C(NC1CCCCC1)C1CCN(S(=O)(=O)N2CCCCCC2)CC1
    3%, 5%, -7%, -1%, -2%, -7%, -10%, 7%[0.074 µM]
CCOC(=O)c1c(C)[nH]c(C(=O)OCC(=O)N(C)C2CCS(=O)(=O)C2)c1C (stereo unspecified)
    -10%, 1%, 5%, -8%, 4%, 6%, 6%, 17%
c1ccc(-n2ncc3c(N4CCN(c5ccccn5)CC4)nc(N4CCCCCC4)nc32)cc1
    -1%, 5%, 23%, 0%, 15%, 6%, -15%, 8%
CCNC(=S)N/N=C/c1cc(C)ccc1C
    -18%, -13%, 6%, -10%, 5%, -15%, 6%, -9%[1.9 µM]
O=C(N/N=C/c1cc(Cl)ccc1O)c1ccc(Br)cc1
    -6%, 5%, 1%, -24%, 0%, 8%, 3%, -75%[inhibitor][10 µM]
CCC(C)NC(=O)c1sc2nc(C)c(C(=O)Nc3ccc(Cl)cc3)c(-c3ccc(Br)cc3)c2c1N (stereo unspecified)
    -11%, 7%[76.3 µM], ., -10%, ., -11%, ., .
COC(=O)C(NC(C)=O)(Nc1cccc(C)n1)C(F)(F)F (stereo unspecified)
    -13%, 1%, -8%, -14%, -2%, -6%, -4%[15.4 µM], 19%[10 µM]
CC1CCN(c2ccc(/C=N\Nc3nncn3N)cc2[N+](=O)[O-])CC1
    10µM*, ?, -12%, -29%, -2%, -3%, 2%, -6%[10 µM]
O=C(O)c1ccccc1C(=O)c1ccc(N2CCCC2)c([N+](=O)[O-])c1
    -12%, -14%, -1%, 7%, -7%, 3%, -5%, -76%
CC(=O)N1CCN(c2ccc(S(=O)(=O)NCCN(C(C)C)C(C)C)cc2[N+](=O)[O-])CC1
    -3%, -4%, -2%, 8%, 2%, -1%, 6%, 1%[10 µM]
O=S(=O)(c1cnc[nH]1)N1CCN(c2ccccc2)CC1
    -6%, 2%, 10%, -10%, 7%, 4%, -10%, -3%
Cc1ccc(CS(=O)(=O)CCC(=O)NCC2CCCO2)cc1 (stereo unspecified)
    -4%, 1%, 4%, 2%, 3%, 0%, -1%, -6%[10 µM]
Oc1ccc(-c2nccc(-c3ccc(Cl)cc3)n2)cc1
    -16%, -2%, 2%, ?, -3%, ?, -4%, -8%
Cc1ccc(NC(=O)C2CC(=O)n3ncnc3N2)cc1C (stereo unspecified)
    -4%, -5%, -1%, -2%, 2%, 3%, 0%, -6%
COc1cc2cc(CN(Cc3cccnc3)C(=O)NCc3ccccc3)c(=O)[nH]c2cc1OC
    -1%, -3%, 7%, -10%, 2%, -9%, 0%, -5%
O=C(Nc1ccc(Br)cc1Cl)NC1CC1
    -6%, 2%, 0%, -1%, -4%, 1%, 1%, -19%
O=C(NCc1cn2ccccc2n1)c1ccccc1
    -2%, -6%, -2%, 0%, -1%, -6%, -1%, 9%
COc1ccc(N(CC(=O)Nc2cc(Cl)ccc2OC)S(=O)(=O)c2c(C)noc2C)cc1
    -8%, -13%, -9%, ?, -7%, ?, 0%, -57%[inhibitor]
COc1ccc(NC(=S)c2ccc(N(C)C)cc2)cc1
    -12%, -5%, -1%, -11%, -8%, 7%, -14%, -28%[0.074 µM]
NCCCCCC(=O)N/N=C/c1ccc2nccnc2c1
    ., 7%, -5%, -26%, -2%, 8%, ., 0%[10 µM]
COC(=O)CN(n1cnnc1)S(=O)(=O)c1ccccc1
    -5%, 9%, 2%, -8%, 0%, 2%, -2%, 1%
CCc1ccc(OCC(=O)NC(C)(C)C)cc1
    -5%, 0%, 5%, 1%, -2%, -3%, 4%, -12%[0.074 µM]
CCC(=O)Nc1ccc(CC)cc1-c1nc2ccccc2n(CC(=O)Nc2cccc(Cl)c2)c1=O
    8%, -2%[76.3 µM], ., 10%, ., 0%, ., .
CC1(C)CC(=O)C2=C(C1)OC(N)=C(C#N)C2c1cc2c(cc1[N+](=O)[O-])OCO2 (stereo unspecified)
    -12%, -12%, -11%, -17%, -15%, -10%, -6%, 16%[10 µM]
NS(=O)(=O)c1ccc(NC(=O)Nc2ccc(C(F)(F)F)cc2)cc1
    ?, -1%, -8%, ?, 1%, ?, -11%, -2%[10 µM]
CCc1nc(Nc2ccc(F)c(Cl)c2)c2c3c(sc2n1)CCCC3
    ?, -15%[76.3 µM], ., -28%, ., -10%, ., .
COc1c(Cl)cc(Cl)cc1C(=O)n1nc(C)cc1C
    -6%, 5%, 3%, -11%, -8%, -5%, -1%, 20%[10 µM]
Cc1ccc(NC(=O)c2ccc3c(c2)NC(=O)c2ccccc2S3)c(Cl)c1
    -5%, 12%[76.3 µM], ., -11%, ., -1%, ., .
Cc1cccc(C)c1NC(=O)C(NC=O)c1ccc(Cl)cc1 (stereo unspecified)
    -1%, 3%, -3%, -1%, -4%, 5%, 1%, -3%[10 µM]
Cc1cc(C)c(C#N)c(SC2CCCCC2=O)n1 (stereo unspecified)
    -5%, 0%, 4%, -3%, -1%, -6%, 10%, -30%[0.074 µM]
Clc1ccc(CSc2nncn2-c2ccc3c(c2)OCCO3)cc1
    -11%, -3%, 3%, -15%, 3%, 1%, ., -34%[10 µM]
Cc1csc(NC(=O)c2cc([N+](=O)[O-])cc([N+](=O)[O-])c2)n1
    -1%, -2%, 1%, -1%, -4%, 4%, -5%, .
O=C(CN1C(=O)NC2(CCOc3ccccc32)C1=O)Nc1ccc(F)c(F)c1F (stereo unspecified)
    ?, -17%, 0%, -15%, -7%, -6%, -12%, -29%
Cc1c(NC(=O)Cc2ccc(Cl)cc2)cccc1-c1nc2cccnc2s1
    ?, 8%[76.3 µM], ., -10%, ., -10%, ., .
C/C=C(\C)C(=O)NCCN1C2=NC[C@H](Cc3ccccc3)N2C[C@H]1Cc1ccc(O)cc1
    -2%, 0%, 6%, 2%, 1%, 11%, ., 2%[10 µM]
CCCCN(CC)C(=O)c1ccc(-c2ccccc2)cc1
    -3%, 3%, -9%, -1%, -9%, 0%, ?, -12%[10 µM]

# The listing continues:
# Under each structure: Tau fibril ThT, GAA glycogen, aGal spleen mod, Tau fluor counter, GAA spleen mod, Tau FP inhib, GAA inh, HTT ATP protect
CCOc1cc(C(=O)N2CC(=O)Nc3ccc(F)cc3C2c2ccccc2)cc(OCC)c1OCC (stereo unspecified)
    -11%, 12%[76.3 µM], ., -20%, ., -15%, ., .
CCCCC(=O)Nc1c(C(=O)N2CCN(c3ccccc3)CC2)oc2ccccc12
    -29%, 9%[76.3 µM], ., -18%, ., 5%, ., .
O=C(CN1C(=O)COc2ccc(Cl)cc21)Nc1ccc2c(c1)OCCO2
    -7%, 2%, 2%, -12%, -5%, -2%, -3%, -8%
COc1ccc(NC(=O)Cn2c(=O)n(CCC(=O)NCC3CCCO3)c(=O)c3cc(OC)c(OC)cc32)cc1 (stereo unspecified)
    -4%, 6%, ., -14%, ., -3%, ., .
COc1ccc(-c2cc3nc(C)cc(NCCO)n3n2)cc1
    3%, -6%, -1%, -1%, -4%, 0%, -2%, -62%[inhibitor]
Cc1cc(NS(=O)(=O)c2ccc(NC(=O)c3cc(-c4ccccc4Cl)nc4ccccc34)cc2)no1
    2%, -2%, 1%, 4%, 2%, -4%, 0%, -20%[0.074 µM]

# Two records picked at random from those above:
# Under each structure: Tau fibril ThT, GAA glycogen, aGal spleen mod, Tau fluor counter, GAA spleen mod, Tau FP inhib, GAA inh, HTT ATP protect
COc1ccc(-c2cc3nc(C)cc(NCCO)n3n2)cc1
    3%, -6%, -1%, -1%, -4%, 0%, -2%, -62%[inhibitor]
CCOC(=O)c1c(C)[nH]c(C(=O)OCC(=O)N(C)C2CCS(=O)(=O)C2)c1C (stereo unspecified)
    -10%, 1%, 5%, -8%, 4%, 6%, 6%, 17%
